SMN2 splice up = qHTS Assay for Enhancers of SMN2 Splice Variant Expression; HEK293 SMN2-luciferase splicing reporter, luminescence, 30-36 h; Potency, µM (series often up to 46.1 µM), for the others: at the highest dose activity change, positive = activation, usual class: activators; hit rate 2.8% among 210,000; AID 1458, 2008; note: % of control where 0% means no effect; nearly all actives have a fitted effect of over 55% in size
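qHTS luciferase splicing reporter: luminescence rises when SMN2 exon 7 is included in transfected HEK293 cells. Compound exposure lasted 30-36 h at 37C, with 4.5 mM final sodium butyrate as control, followed by a ONE-Glo read.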
Tau fibril ThT = qHTS for Inhibitors of Tau Fibril Formation, Thioflavin T Binding. Potency, µM (highest dose often 57.4 µM), without a hit: at the top dose activity, negative = inhibition, most hits filed as inhibitors. hit rate 2.1% among 270,000. recombinant tau K18 P301L (four-repeat tau fragment), heparin-induced fibrillization, ThT fluorescence; note: % is set by controls: 0 for no effect and ±100 for the full control effect; nearly all actives have a fitted effect of over 55% in size
Target sequence (P10636 561-689 P618L limits assumed): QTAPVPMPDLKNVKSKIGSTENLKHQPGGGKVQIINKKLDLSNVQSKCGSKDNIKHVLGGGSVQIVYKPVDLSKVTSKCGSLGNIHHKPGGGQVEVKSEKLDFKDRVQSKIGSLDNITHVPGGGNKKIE
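In this qHTS, human K18 P301L tau is incubated with compound and heparin for 6 hr at 37 C, and Thioflavin T fluorescence then reports fibril load.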
Starred values were filed as active, the others as inactive; ? = inconclusive; [ ] = dose if it differs, or a comment. Calls come from the whole dose curve; as a rule, active = well fitted curve in the direction sought with a large enough effect; inconclusive = small, poorly fitted or top-dose-only effect, or another doubt; inactive = no such curve, though single readings can be large; an effect the other way counts as inactive or inconclusive. Potency is the fitted concentration of half-maximal effect. This is a subset; count on the stated rates, not on these rows.

Every second line gives: SMN2 splice up, Tau fibril ThT
> CCc1ccc(-n2c(N3CCN(c4cccc(C)c4C)CC3)nc3ccccc3c2=O)cc1
    1%, -16%
> CC1=C(C(=O)OC2CCCC2)C(c2c(F)cccc2Cl)CC(=O)N1 (stereo not drawn)
    -11%, -2%
> CCCCN(CC)C(=O)C1CCC(CNS(=O)(=O)c2cccc3nsnc23)CC1 (stereo not drawn)
    -30%, -12%
> CCC(C(=O)Nc1cc(OC)ccc1OC)n1nc(-c2ccccc2)c2c(c1=O)CCCC2 (stereo not drawn)
    -42%[inhibitor], ?
> COc1ccccc1NC(=O)c1c(NC(=O)Cc2ccccc2)sc2c1CCC(C(C)(C)C)C2 (stereo not drawn)
    -11%, 2%
> COc1cc(C2Nc3ccccc3-c3nnc(SCc4ccc(C)cc4)nc3O2)cc(OC)c1O (stereo not drawn)
    -5%, ?
> Cc1ccc(C)c(NC(=O)/C(C#N)=C/c2ccc(C(C)C)cc2)c1
    -15%, -15%
> COc1ccc2c(c1)c(=O)c(C(=O)c1ccc(Cl)cc1)cn2CC(=O)Nc1ccc2c(c1)OCCO2
    -5%, -10%
> CCC(C(=O)Nc1ccc(F)cc1F)n1nc(-c2ccccc2)c2c(c1=O)CCCC2 (stereo not drawn)
    2%, -15%
> COc1ccc(OC)c(-c2noc(CSc3nnc(Cc4ccccc4)n3-c3cccc(C)c3)n2)c1
    -10%, -17%
> O=C(Nc1ccc(-c2cc(C(F)(F)F)nn2-c2ccccc2)cc1)c1cccc(F)c1
    -46%[inhibitor], 8%
> Cc1ccc2cccc(NC(=O)c3ccc(C#N)cc3F)c2n1
    9%, -1%
> CCOC(=O)c1ccc(NS(=O)(=O)c2ccc(Br)s2)cc1
    -11%, -6%
> COc1ccc(Cl)cc1NC(=O)c1c(C(=O)Nc2cccc(C)c2C)sc2nc(C)cc(=O)n12
    -4%, ?
> CCOC(=O)c1c(Oc2ccc(OC)cc2)nnc(-c2ccccc2)c1-c1ccccc1
    -43%[inhibitor], -10%
> Cn1c(=O)oc2cc(S(=O)(=O)N3CCCC(C(=O)NCCc4ccc(Cl)cc4)C3)ccc21 (stereo not drawn)
    19%, 5%
> CCn1nc(-c2ccccc2)c(-c2ccccc2)c(C(=O)Nc2ccc(NC(C)=O)cc2)c1=O
    5%, -5%
> COc1cccc(-c2cc(C(=O)Nc3ccc(OC)cc3OC)no2)c1
    4%, -15%
> Cc1cccc(N2CCN(C(=O)Cn3ncc4c3-c3cc(C)ccc3OC4)CC2C)c1 (stereo not drawn)
    -20%, -2%
> COc1ccc(-n2nc(C(=O)NCCc3ccc(Cl)cc3)c3c4ccccc4n(C)c3c2=O)cc1
    13%, -2%
> Cc1ccc(O)c(NC(=O)c2ccc(Br)c(S(=O)(=O)N3CCCCC3)c2)c1
    -22%, -12%
> Cc1ccc2c(c1)C(c1ccc(F)cc1)N(C(=O)c1ccc(S(=O)(=O)N3CCCCC3)cc1)CC(=O)N2 (stereo not drawn)
    3%, -1%
> Cc1ccc(CNC(=O)c2cc3sc(Cl)cc3n2C)cc1
    277%, -15%
> Cc1noc(NS(=O)(=O)c2ccc(NC(=O)COc3ccccc3Br)cc2)c1C
    -20%, -8%
> COc1ccc(NC(=O)Cn2cnc3ccc(S(=O)(=O)N4CCC(C)CC4)cc3c2=O)cc1Cl
    18%, -3%
> COc1ccc(CNC(=O)c2cc3c(-c4ccc(Cl)cc4)nn(C)c3s2)cc1
    -15%, 5%
> CCCC12CN3CC(CCC)(CN(C1)C3c1c(C)[nH]c(=O)[nH]c1=O)C2=O (stereo not drawn)
    -5%, -4%
> CCOC(=O)c1c(C)c(-c2ccccc2)n(CC(=O)Nc2cccc(C)c2C)c1C
    -7%, -7%
> Cc1ccc(Cl)cc1N1CCN(C(=O)C2CCCN(Cc3nc(-c4cccc(Cl)c4)oc3C)C2)CC1 (stereo not drawn)
    -27%, ?
> O=C(CCS(=O)(=O)c1cccc2nonc12)Nc1c(F)cccc1F
    -6%, -3%

Three compounds already listed, sorted by their value in SMN2 splice up, smallest number first:
SMILES	SMN2 splice up	Tau fibril ThT
CC1=C(C(=O)OC2CCCC2)C(c2c(F)cccc2Cl)CC(=O)N1 (stereo not drawn)	-11%	-2%
COc1ccc2c(c1)c(=O)c(C(=O)c1ccc(Cl)cc1)cn2CC(=O)Nc1ccc2c(c1)OCCO2	-5%	-10%
CCC(C(=O)Nc1ccc(F)cc1F)n1nc(-c2ccccc2)c2c(c1=O)CCCC2 (stereo not drawn)	2%	-15%

(further entries)
Every second line gives: SMN2 splice up, Tau fibril ThT
> O=C(NCc1ccco1)c1ccc2c(c1)N(Cc1ccc(Cl)cc1)C(=O)c1ccccc1S2=O (stereo not drawn)
    -1%, 6%
> COc1ccc(S(=O)(=O)Nc2ccc3oc4c(c3c2)C(=O)CC(C)(C)C4)cc1
    -40%[inhibitor], -2%
> COc1cc(Cl)c(C)cc1NC(=O)Cn1cc(S(=O)(=O)N2CCC(C)CC2)c2ccccc2c1=O
    -1%, 0%
> CCC(C)NC(=O)CCc1c(C)nc2c(c(C)nn2-c2ccc(C)cc2)c1C (stereo not drawn)
    -4%, -5%
> COc1cc(-c2nc3n(n2)C(c2ccc(F)cc2)C(C(N)=O)=C(C)N3)cc(OC)c1OC (stereo not drawn)
    18%, -11%
> Cc1ccc(NC(=O)c2sc3nc(-c4cccs4)ccc3c2N)cc1F
    22%, ?
> CCn1cc(C(=O)N2CCN(c3cc(Cl)ccc3C)CC2)c2cc(OC)c(OC)cc2c1=O
    9%, ?
> O=C(CN1CCN(Cc2ccc(F)cc2)C1=O)NCc1ccccc1Cl
    -6%, 1%
> CCc1ccc(-n2c(=O)c3sc4ccccc4c3n(CC(=O)N(CC)Cc3ccccc3)c2=O)cc1
    0%, 5%
> Cc1ccc2oc(C(=O)N(Cc3cccc(F)c3)C3CCS(=O)(=O)C3)c(C)c2c1 (stereo not drawn)
    -13%, -4%
> COc1cccc(C2CC(=O)N3CN(C4CCCCC4)CSC3=C2C#N)c1 (stereo not drawn)
    -1%, 35µM*
> COc1cccc(CN(C(=O)COc2ccc(Cl)c(C)c2)C2CCS(=O)(=O)C2)c1 (stereo not drawn)
    -3%, -7%
> CCn1c(=O)c2cc(C(=O)NCCc3ccc(OC)c(OC)c3)sc2c2ccccc21
    0%, -10%
> CCCOc1ccc(C(=O)Nc2ccc3oc(-c4ccc5ccccc5c4)nc3c2)cc1
    -18%, ?
> CCOC(=O)C1CCCN(C(=O)Cn2ncc3c(C)n(Cc4ccccc4F)c(C)c3c2=O)C1 (stereo not drawn)
    -20%, -7%
> CCCOc1ccccc1Cn1c(=O)sc2ccccc21
    -4%, -12%
> Cc1oc(C)c2c(=O)cc(-c3ccc4c(c3)OCO4)cc(OC(=O)c3ccc(Cl)cc3)c12
    3%, -9%
> Cc1ccccc1C(=O)n1nc(-c2cccnc2)nc1NCc1ccc(F)cc1
    -5%, ?
> CCCCS(=O)(=O)c1oc(-c2ccc(F)cc2)nc1S(=O)(=O)c1ccc(C)cc1
    -39%[inhibitor], ?
> Cc1ccsc1CN(C(=O)COc1ccccc1Cl)C1CCS(=O)(=O)C1 (stereo not drawn)
    -4%, 3%
> CCOc1cccc2c1Oc1nc(-c3ccccc3)nc(SCC(=O)Nc3ccc(F)cc3)c1C2
    -4%, 13%
> CCOC(=O)c1c(NC(=O)c2ccccc2OCC)sc2c1CCC(CC)C2 (stereo not drawn)
    -12%, -13%
> COc1ccc(C2CC(=O)c3cc(-c4nc(-c5cccc(Cl)c5)cs4)c(=O)[nH]c3C2)cc1 (stereo not drawn)
    -2%, -6%
> Cn1c(NCCCCO)nc2c1c(=O)n(Cc1ccc(Cl)cc1)c(=O)n2C
    4%, -6%
> COc1ccc(NC(=O)Cc2csc(C)n2)cc1
    6%, -11%
> Cc1cc(C)cc(-n2c(SCC(N)=O)nc3c(oc4ccccc43)c2=O)c1
    0%, -8%
> Cc1cc(F)ccc1Nc1nc2ccc(Cl)cc2n2cnnc12
    7%, -5%
> CCOc1ccccc1CNC(=O)CCCN1C(=O)COc2ccc(C)cc21
    5%, -12%
> CCOC(=O)CSc1nc2sc3c(c2c(=O)n1Cc1ccccc1)CCC(C(C)(C)C)C3 (stereo not drawn)
    -15%, 1%
> Cc1ccccc1Cn1c(SCc2ccc(C(=O)NC3CCCCC3)cc2)nc2ccncc21
    -15%, -6%

Whole records, looked up by structure. Order of screens: SMN2 splice up | Tau fibril ThT
CCOc1cccc2c1Oc1nc(-c3ccccc3)nc(SCC(=O)Nc3ccc(F)cc3)c1C2 in the list: -4% | 13%
COc1ccc(C2CC(=O)c3cc(-c4nc(-c5cccc(Cl)c5)cs4)c(=O)[nH]c3C2)cc1 (stereo not drawn) in the list: -2% | -6%

A run of entries taken from the entries so far:
Every second line gives: SMN2 splice up, Tau fibril ThT
> CCOc1cccc2c1Oc1nc(-c3ccccc3)nc(SCC(=O)Nc3ccc(F)cc3)c1C2
    -4%, 13%
> CCOC(=O)c1c(NC(=O)c2ccccc2OCC)sc2c1CCC(CC)C2 (stereo not drawn)
    -12%, -13%
> COc1ccc(C2CC(=O)c3cc(-c4nc(-c5cccc(Cl)c5)cs4)c(=O)[nH]c3C2)cc1 (stereo not drawn)
    -2%, -6%

(listing goes on)
Every second line gives: SMN2 splice up, Tau fibril ThT
> CCC(=O)N1CCc2cc(Br)cc(S(=O)(=O)N3CCC(C(=O)NC(C)(C)C)CC3)c21
    -9%, -3%
> Cc1cccc(NC(=O)CSc2nncn2C)c1
    -1%, -17%
> COC(=O)c1cc2sc(Cl)cc2n1Cc1c(C)cc(C)cc1C
    12%, -15%
> C=Cc1ccc(COc2ccc3oc(-c4ccccc4)c(C(=O)OCC)c3c2)cc1
    -8%, -18%
> CCc1ccc(NC(=O)CCn2nc(-c3ccccc3OC)c3c(C)cc(C)nc32)cc1
    -1%, -17%
> Cc1ccc2nc(-c3cccs3)c(Nc3ccc4c(c3)OCCO4)n2c1
    0%, ?
> Cc1ccccc1Nc1cc(C(=O)NC2CCC(C)CC2)c2ccccc2n1 (stereo not drawn)
    15%, -2%
> Cc1ccc2occ(CC(=O)Nc3ccc(S(N)(=O)=O)cc3)c2c1
    -11%, -2%
> CCC1CCCCN1C(=O)Cn1c(=O)n(CCCCCC(=O)NCc2ccccc2)c(=O)c2sccc21 (stereo not drawn)
    -6%, -5%
> CCC(=O)N1CCc2cc(Br)cc(S(=O)(=O)N3CCCC(C(=O)Nc4cc(C)ccc4OC)C3)c21 (stereo not drawn)
    3%, -6%
> COc1ccc(-c2c3c(nc4sc(C(=O)Nc5ccc(F)cc5)c(N)c24)CC(C)(C)CC3=O)cc1
    2%, ?
> CCc1ccc(NC(=O)N(Cc2cn(CC)c3ccccc23)C2CCCCC2)cc1
    13µM*, -17%
> COc1ccc(CNC(=O)c2ccc(NC(=O)N3CC4CCCN4c4ccccc43)cc2)cc1 (stereo not drawn)
    -7%, -11%
> O=C(Cn1ncn2c(cc3ccccc32)c1=O)NCc1ccc(F)cc1
    4%, -9%
> NS(=O)(=O)c1ccc(NC(=O)CCn2c(=O)oc3ccccc32)cc1
    2%, 1%
> Cc1ccc2oc(-c3cc(NC(=O)c4cccs4)cc(C)c3O)nc2c1
    27%, -12%
> CCN1C(=O)c2ccccc2S(=O)c2ccc(C(=O)NCc3ccc(Cl)cc3)cc21 (stereo not drawn)
    -22%, -14%
> COc1cccc(-n2c(=O)c3c4c(sc3n(Cc3ccc(C)cc3)c2=O)CCCC4)c1
    -6%, -6%
> Cc1cc(C)c2c(CC(=O)N(Cc3ccc(N(C)C)cc3)Cc3ccco3)coc2c1
    -18%, ?
> Cc1c(C(=O)OC2CCCCCC2)[nH]c2c1C(=O)CC(c1ccc(Cl)cc1)C2 (stereo not drawn)
    -2%, -8%
> Cc1ccc(NC(=O)Cn2c(=O)n(CCCCC(=O)NCCc3ccccc3)c(=O)c3ccccc32)c(C)c1
    -3%, 6%
> Cc1cc(Br)ccc1NC(=O)C1CCCN(S(=O)(=O)c2cccc3nonc23)C1 (stereo not drawn)
    1%, 2%
> Cc1ccc(S(=O)(=O)n2nc(-c3ccccc3)nc2NCc2ccccc2Cl)cc1
    2%, -4%
> CN(Cc1ccccc1)C(=O)c1c[nH]c2ccc(S(=O)(=O)Nc3ccccc3F)cc2c1=O
    5%, -1%
> Cc1ccc(CNC(=O)c2nn(-c3ccc(Cl)cc3)nc2CO)cc1
    -16%, 7%

Look-ups from the list.
SMN2 splice up with `CCC(C(=O)Nc1ccc(F)cc1F)n1nc(-c2ccccc2)c2c(c1=O)CCCC2` (stereo not drawn) stands at 2%
SMN2 splice up with `CCCC12CN3CC(CCC)(CN(C1)C3c1c(C)[nH]c(=O)[nH]c1=O)C2=O` (stereo not drawn) stands at -5%
SMN2 splice up with `CCN1C(=O)c2ccccc2S(=O)c2ccc(C(=O)NCc3ccc(Cl)cc3)cc21` (stereo not drawn) stands at -22%
SMN2 splice up with `Cc1ccccc1C(=O)n1nc(-c2cccnc2)nc1NCc1ccc(F)cc1` stands at -5%
SMN2 splice up with `O=C(CCS(=O)(=O)c1cccc2nonc12)Nc1c(F)cccc1F` stands at -6%
SMN2 splice up with `Cc1ccc(NC(=O)c2sc3nc(-c4cccs4)ccc3c2N)cc1F` stands at 22%
